# Assay outcomes as filed in PubChem.
# USP7 inh: human USP7 deubiquitinase inhibition | AID 1645854 | inhibition, % at 20 µM | hit rate 0.3% among 47,000 | purified USP7, Ub-rhodamine cleavage fluorescence | Q93009
# OTUD3 block: human OTUD3 deubiquitinase inhibition. hit rate 0.7% among 47,000. AID 1645858. inhibition, % at 25 µM. Q5T2D3. purified OTUD3, Ub-rhodamine fluorescence, 2 h
# UCHL1 block: human UCHL1 deubiquitinase inhibition; purified UCHL1, Ub-rhodamine cleavage fluorescence; hit rate 0.2% among 47,000; P09936; inhibition, % at 20 µM
# USP28 block: human USP28 deubiquitinase inhibition; Q96RU2; purified USP28, Ub-rhodamine cleavage fluorescence, 30 min; inhibition, % at 25 µM; hit rate 3% among 47,000
# Target sequence (Q96RU2 whole entry, looked up): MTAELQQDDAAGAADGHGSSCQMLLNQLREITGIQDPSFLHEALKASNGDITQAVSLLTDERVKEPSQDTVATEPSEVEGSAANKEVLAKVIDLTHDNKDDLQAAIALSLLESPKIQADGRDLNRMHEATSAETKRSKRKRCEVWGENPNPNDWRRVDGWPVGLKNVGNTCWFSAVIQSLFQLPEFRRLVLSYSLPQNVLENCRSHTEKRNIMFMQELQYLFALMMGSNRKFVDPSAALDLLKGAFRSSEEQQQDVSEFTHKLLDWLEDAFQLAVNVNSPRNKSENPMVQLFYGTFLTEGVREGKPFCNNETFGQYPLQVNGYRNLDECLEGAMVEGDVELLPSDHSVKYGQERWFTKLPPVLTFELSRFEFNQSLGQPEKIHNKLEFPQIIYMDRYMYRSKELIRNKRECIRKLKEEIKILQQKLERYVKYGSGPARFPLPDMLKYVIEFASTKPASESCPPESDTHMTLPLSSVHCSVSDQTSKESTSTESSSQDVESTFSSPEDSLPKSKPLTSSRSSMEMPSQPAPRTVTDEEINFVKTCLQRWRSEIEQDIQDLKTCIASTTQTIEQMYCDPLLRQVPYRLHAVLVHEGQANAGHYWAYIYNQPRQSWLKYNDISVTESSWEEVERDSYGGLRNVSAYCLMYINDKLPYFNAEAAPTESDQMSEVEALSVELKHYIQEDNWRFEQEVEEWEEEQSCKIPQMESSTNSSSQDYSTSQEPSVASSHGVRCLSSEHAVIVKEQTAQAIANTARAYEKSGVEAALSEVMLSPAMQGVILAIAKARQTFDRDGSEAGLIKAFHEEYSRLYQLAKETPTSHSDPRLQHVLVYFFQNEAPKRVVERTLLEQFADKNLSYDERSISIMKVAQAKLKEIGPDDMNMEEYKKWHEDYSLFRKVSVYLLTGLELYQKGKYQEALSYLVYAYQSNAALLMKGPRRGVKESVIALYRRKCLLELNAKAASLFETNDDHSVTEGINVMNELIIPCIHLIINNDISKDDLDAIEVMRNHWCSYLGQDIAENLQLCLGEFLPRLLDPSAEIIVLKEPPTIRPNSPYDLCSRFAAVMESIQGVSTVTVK
# USP10 inh: blocks human USP10 ubiquitin-rhodamine cleavage; Q14694; purified USP10, Ub-rhodamine fluorescence, 60 min; inhibition, % at 20 µM; hit rate 1.1% among 47,000; AID 1645856
# USP17 inh: human USP17-like deubiquitinase inhibition | A8MUK1 | purified USP17, Ub-rhodamine cleavage fluorescence, 3 h | inhibition, % at 50 µM | hit rate 6.5% among 47,000 | AID 1645855
# USP30 inh: human USP30 deubiquitinase inhibition; purified USP30, Ub-rhodamine cleavage fluorescence; inhibition, % at 25 µM; hit rate 5.3% among 47,000; AID 1645860
# USP8 block: human USP8 deubiquitinase inhibition; P40818; purified USP8, Ub-rhodamine cleavage fluorescence, 30 min; inhibition, % at 20 µM; hit rate 4.2% among 47,000
# * hit, by the source's call; · = not tested or not shown. Rule as the data show it: active = inhibition above about 30%; inactive = the rest. Rows are unselected. Share with any hit: about 14%.
SMILES,USP7 inh,OTUD3 block,UCHL1 block,USP28 block,USP10 inh,USP17 inh,USP30 inh,USP8 block
COc1ccc(-c2cc(C(=O)N3CCCC3)[nH]n2)cc1S(N)(=O)=O,3,0,0,-4,0,-18,-14,-8
COCC1OC(OC2OCC3OC4(OCC(O)(C(C)OC)C5OCOC54)OC3C2OC)C(OC)C(O)C1OC1OC(C)C(OC)C(OC2CC3(C)OC4(CC(O)C(OC5CC(OC6CC(C)([N+](=O)[O-])C(OC)C(C)O6)C(OC(=O)c6c(C)c(Cl)c(O)c(Cl)c6OC)C(C)O5)C(C)O4)OC3C(C)O2)C1O (stereo not drawn),4,7,2,-4,2,0,9,5
O=C(c1cc(C2CC2)[nH]n1)N1CCOC2(COCCN(CC3CC3)C2)C1 (stereo not drawn),-2,-4,0,-1,1,-7,11,-57
CCc1ccccc1Nc1nc(N)nc(CN2CCC(C)CC2)n1,-3,7,-1,3,-3,3,8,21
Cc1ccc(C(=O)N2CCC3(CC2)CCN(c2cnn(C)c2)C3=O)cc1,4,4,0,7,5,-9,17,-82
Cc1ccc(NS(=O)(=O)c2cc(C(=O)NCc3ccco3)ccc2Cl)cc1C,6,12,6,21,10,14,15,25
Cc1ccc(S(=O)(=O)NC(=O)N2CCN(C(=O)OC(C)(C)C)CC2)cc1,-2,-5,-1,-6,1,10,6,6
CCOC(=O)c1c(S(=O)(=O)NCC(=O)Nc2cccc(C)c2)c(C)n(C)c1C,8,-9,-1,-8,0,-7,-3,-22
CCc1cccc(-n2nnnc2N2CCN(C(=O)Nc3ccc(F)cc3)CC2)c1,-32,-2,-6,-1,0,·,-17,-39
CN(CCc1ccccn1)CC(=O)N1CCc2ccccc21,1,-2,-4,0,-1,-9,-1,-26
CC1CCCCC1NCC(=O)NC(c1ccccc1)c1ccccc1 (stereo not drawn),-26,17,4,14,3,10,32*,14
NC(=O)C1CCN(Cn2cnc3ccccc32)CC1,6,4,0,1,2,1,-15,4
COc1ccccc1NC(=O)NCc1cnn2ccccc12,3,4,5,9,0,7,14,-1
O=c1[nH]c(=O)c2c(-c3ccc(Cl)cc3)ccnc2[nH]1,4,-9,-1,-4,1,18,1,-2
Cc1ccc(S(=O)(=O)c2cnc3ccccc3c2N2CCCCCC2)cc1,7,-4,4,-2,9,4,14,-34
O=C(Nc1ccccc1)C1Cn2ccnc2C2(CCN(C(=O)NC3CCCC3)CC2)O1 (stereo not drawn),8,2,1,0,-1,-5,-15,-16
C[C@@]1(O)CCN(Cc2cn[nH]c2-c2ccccc2)C[C@H]1N1CCCC1,-18,-41,-19,-58,-2,-70,-171,-33
CC(=O)Nc1ccc(S(=O)(=O)N2CCCN(c3c(Cl)cncc3Cl)CC2)cc1Cl,-2,-4,0,6,5,-2,16,-8
CC(C)NC(=O)N1CCN(c2ccc3ccc(C(=O)NCC(F)(F)F)cn23)CC1,-36,-103,-37,-105,-3,-87,-486,-41
O=C(O)C(c1c[nH]c2cc(Br)ccc12)N1CCCCCC1 (stereo not drawn),2,3,1,-13,-1,-1,5,1
CCN1C[C@@]23CN(C(=O)c4ccccc4)C[C@@H](C[C@@H]2S1(=O)=O)O3,-2,-1,-1,0,0,-5,-6,-21
CC(Sc1nnc(-c2c[nH]c3ccccc23)n1C1CC1)C(=O)NC1CC1 (stereo not drawn),-4,0,-7,-9,1,·,-23,0
COc1ccc(C(=O)Nc2ccc(C(=O)OCc3cc(=O)n4ccsc4n3)cc2)cc1,10,0,4,·,2,38*,·,8
CCOc1ccc(OCCCCn2c(-c3ccc(Cl)cc3)nc3ccccc3c2=O)cc1,9,9,2,7,4,8,2,5
O=C1NCCN(C(=O)CCn2ccccc2=O)CC1Cc1ccc(-c2ccccc2)cc1 (stereo not drawn),-11,-3,1,6,1,18,6,42*
CCc1nc(SCc2ccccc2C)c2oc3ccccc3c2n1,4,6,4,9,4,29,32*,5
O=C(NCC1CC1)Nc1ccc2c(c1)CCO2,-5,12,3,·,-1,17,·,-1
O=C(c1cccnc1)N1CCC(c2cccc(Cc3ccccc3Cl)n2)CC1,-8,9,0,23,-1,-11,19,2
O=C(CSc1nccn1-c1cccc(C(=O)Nc2ccccc2)c1)Nc1ccccc1F,13,-9,0,12,5,18,15,51*
O=C(CSc1nnc(CNc2ccc(F)cc2)n1Cc1ccco1)N1CCCC1,-12,-6,-1,-3,0,-5,-1,-2
O=c1[nH]c2nccnc2c(=O)n1Cc1ccc(F)cc1,0,0,-2,-5,1,-6,9,-18
Cc1cc(N2CCOCC2)n2nc(CN3CCN(C(C)C)CC3)nc2n1,1,0,-1,-3,0,0,0,0
CC(=O)Nc1cccc(N2CC(C(=O)Nc3ccc(Cl)cn3)CC2=O)c1 (stereo not drawn),-4,-1,-2,-10,-1,-4,6,8
COc1ccc(C(CNC(=O)c2cc(=O)c3c(C)cc(C)cc3o2)N2CCCC2)cc1 (stereo not drawn),-4,-9,-2,-5,-2,-12,3,-26
CC(C)c1ccc(NC(=O)Cn2c(=O)n(Cc3ccncc3)c(=O)c3ncccc32)cc1,-2,-12,0,-11,-3,-17,-48,1
O=C(Nc1cccnc1)c1ccc(Oc2ccccc2)cc1,-23,3,1,44*,4,-4,19,2
COc1ccc(CNC(=O)c2ccccc2-c2ncc(-c3ccccc3)o2)cc1,-3,10,0,22,0,38*,-6,21
CC(=O)N1CCn2c(c(C(=O)NC3CCCCC3)c3cccnc32)C1,-5,4,3,9,-4,9,0,-6
O=S(=O)(c1ccccc1)N1CCC2(CCN(Cc3ccc(Cl)cc3)C2)C1 (stereo not drawn),0,-4,1,-12,0,-15,-23,-18
O=C(c1noc2ccc(S(=O)(=O)NCc3ccccc3)cc12)N1CCCCC1,1,26,3,17,4,9,14,4
Cc1cc(-c2ccc(S(=O)(=O)Nc3cccc(Br)c3)s2)n[nH]1,1,6,1,7,9,-9,0,-5
COc1ccc(CCNCc2ccc(-c3cccc(C(=O)O)c3)o2)cc1OC,3,-6,-1,-2,0,-21,-40,1
Cc1cn2nc(N3CCC4(CC3)CC4c3nc(-c4cccnc4)no3)sc2n1 (stereo not drawn),-4,19,6,13,0,·,20,13
O=C(Nc1ccc(F)cc1)C1CCCN(S(=O)(=O)N2CCCCCC2)C1 (stereo not drawn),-16,2,3,3,2,-9,15,6
CNc1nc(C2CCCN(C(=O)C3CCCCC3)C2)nc2c1CNCC2 (stereo not drawn),1,5,-1,3,-2,3,-11,-4
CC(=O)Nc1ccc(S(=O)(=O)Nc2ccc(C#N)cc2)cc1Cl,0,5,1,8,2,-3,-2,9
Cc1ccc(C(=O)Nc2cnn(-c3ncncc3N3CCCCC3)c2)cc1,-3,-17,-2,0,-1,-23,-23,-27
CSc1cccc(NC(=O)c2cnn(-c3ccccn3)c2C(C)C)c1,2,9,3,12,-1,4,7,11
Cc1cccc(-c2c3c(=O)n(C)c(=O)n(C)c3cn2CCc2ccccc2)c1,-2,-8,-1,-6,-3,-35,-31,-135
Cc1ccc(S(=O)(=O)CC(=O)Nc2ccc(-c3nc4ccccc4s3)c(O)c2)cc1,10,-6,0,0,27,-23,-58,80*
CC1CCc2nn(CC(=O)NCc3ccc4c(c3)OCO4)cc2C1 (stereo not drawn),-5,-5,-3,-5,1,-5,1,-6
CCCCN1CC(C(=O)Nc2ccc(C(=O)Nc3cccc(Cl)c3)cc2)CC1=O (stereo not drawn),5,2,4,6,2,11,2,10
Cc1cccc(N2CCN(C(=O)CN3C(=O)CN(C)C(=O)c4ccccc43)CC2C)c1 (stereo not drawn),-4,-3,0,-1,2,-2,-3,-10
O=C(NC1CC1)c1c(NC(=O)C2c3ccccc3Oc3ccccc32)sc2c1CCCC2,0,-18,-3,-14,-2,-21,-54,-83
CC(C)CCNC(=O)c1ccc2ccnc(N3CCN(c4ccccc4)CC3)c2c1,10,0,11,-1,-2,0,-6,2
Cc1nnc2n1CCN(C(=O)Cc1c(F)cccc1Cl)C2,1,-2,0,-4,0,-2,-3,7
Cc1ccc(-c2cn3ccn(-c4ccc(F)cc4)c(=O)c3n2)cc1,7,25,3,15,2,18,29,29
CCOC(=O)c1noc2ncn(CC(=O)Nc3ccc4c(c3)OCO4)c(=O)c12,0,0,-2,6,1,-8,1,8
O=C(O)c1cc(-c2cccc3ccccc23)n(-c2ccccc2)n1,4,10,3,16,0,28,25,13
O=C(NCc1ccccc1)c1ccc2nnc(-c3ccccc3)n2c1,-1,8,1,5,4,4,7,4

# (continued)
SMILES,USP7 inh,OTUD3 block,UCHL1 block,USP28 block,USP10 inh,USP17 inh,USP30 inh,USP8 block
Cc1ccc2c(c1)C(=O)N1CCCC1C(=O)N2CC(=O)NC(C)c1ccccc1 (stereo not drawn),-1,-2,-2,-1,-3,-1,-5,4
COc1ccc(-c2ocnc2C(=O)Nc2ccc(C)c(F)c2)cc1,0,-9,-3,·,2,-2,·,-2
CC(C)CC(=O)Nc1ccc(N2CCN(C3CCCCC3)C2=O)nc1,-21,-71,-22,-84,-8,-67,-322,7
COc1cc(OC)nc(N2CCC(C(=O)NCc3ccc(Cl)cc3)CC2)n1,-27,2,-1,-4,9,24,27,-1
Cn1cc(CN[C@H]2[C@H](O)[C@H](O)C[C@@H]2c2ccc(C(F)(F)F)nc2)cn1,-9,7,3,18,-3,4,0,42*
Cn1ccc2cc(CCC(=O)NCc3cc(F)cc(F)c3)ccc21,-21,-67,-13,-90,-10,-74,-274,-59
Cc1ccc2sc(NC(=O)NC(=O)c3c(Cl)cccc3Cl)nc2c1,3,-4,2,-9,11,36*,-15,1
O=C(CN1CCCN(Cc2ccccc2)S1(=O)=O)Nc1ccc(F)cc1,5,15,3,17,1,21,33*,24
CCN1CC2(CCCCN2C(=O)c2cc(C)on2)CC1=O (stereo not drawn),2,-1,-1,-3,-3,-6,-21,-2
O=C(Nc1ccc(F)cc1Cl)C1CCN(c2ccncc2)CC1,-3,-6,-2,-5,0,-4,-12,-15
O=C(Cc1ccc(F)cc1)N1CCCC(c2ccnc(=O)[nH]2)C1 (stereo not drawn),1,-2,-5,-2,-4,-8,-22,-45
CCOC(=O)N1CCC(Nc2nc3ccccc3n3cnnc23)CC1,0,14,0,13,4,9,24,14
CN(C)S(=O)(=O)c1cccc(N2C(=O)CC3(CCCCC3)CC2=O)c1,3,19,3,10,1,11,25,18
CCOC(=O)N1CCC(NC(=O)C2CCCN(c3nc4ccccc4o3)C2)CC1 (stereo not drawn),1,9,1,1,2,10,12,0
Cc1ccccc1Cn1c(C(=O)O)c(CNCC2CCCO2)c2ccccc21 (stereo not drawn),-43,-4,-5,-8,-1,-11,-8,-7
CCn1nnc2c(N3CCOCC3)ncnc21,4,13,1,13,1,12,28,12
O=C(Cc1nnc(-c2ccc3ncccc3c2)o1)Nc1ccccc1,-4,-3,0,-1,-6,13,-5,-3
CN(Cc1ccccn1)C(=O)c1cc(-c2cnc(N3CCCC3)nc2)cn1C,-5,-24,-2,-24,-12,-55,-143,-207
Cn1cc(-c2cnc(-c3cccc(F)c3)nc2)cc1C(=O)NCc1cccnc1,6,1,4,0,-2,51*,3,1
Cc1cccc(NC(=O)C2CCCN(C(=O)c3cc(-c4ccccn4)n[nH]3)C2)c1 (stereo not drawn),1,3,0,-1,4,-55,0,-224

# 7 consecutive compounds from above, for reference:
SMILES,USP7 inh,OTUD3 block,UCHL1 block,USP28 block,USP10 inh,USP17 inh,USP30 inh,USP8 block
COc1ccc(-c2cc(C(=O)N3CCCC3)[nH]n2)cc1S(N)(=O)=O,3,0,0,-4,0,-18,-14,-8
COCC1OC(OC2OCC3OC4(OCC(O)(C(C)OC)C5OCOC54)OC3C2OC)C(OC)C(O)C1OC1OC(C)C(OC)C(OC2CC3(C)OC4(CC(O)C(OC5CC(OC6CC(C)([N+](=O)[O-])C(OC)C(C)O6)C(OC(=O)c6c(C)c(Cl)c(O)c(Cl)c6OC)C(C)O5)C(C)O4)OC3C(C)O2)C1O (stereo not drawn),4,7,2,-4,2,0,9,5
O=C(c1cc(C2CC2)[nH]n1)N1CCOC2(COCCN(CC3CC3)C2)C1 (stereo not drawn),-2,-4,0,-1,1,-7,11,-57
CCc1ccccc1Nc1nc(N)nc(CN2CCC(C)CC2)n1,-3,7,-1,3,-3,3,8,21
Cc1ccc(C(=O)N2CCC3(CC2)CCN(c2cnn(C)c2)C3=O)cc1,4,4,0,7,5,-9,17,-82
Cc1ccc(NS(=O)(=O)c2cc(C(=O)NCc3ccco3)ccc2Cl)cc1C,6,12,6,21,10,14,15,25
Cc1ccc(S(=O)(=O)NC(=O)N2CCN(C(=O)OC(C)(C)C)CC2)cc1,-2,-5,-1,-6,1,10,6,6
